From PubChem BioAssay
ER stress rescue: rescue of cells from ER stress-induced death, primary screen, 384-well, CSM14.1, thapsigargin, ATP luminescence (AID 1222); 190,000 tested, under 10 active; one-dose cellular ATP content (survival), % at 20 µM; EC50 in µM for titrated hits; CSM14.1 thapsigargin-induced death rescue, ATP luminescence; higher % means a stronger effect;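 active = EC50 below 50 µM in the dose-response confirmation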;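 also: death triggered by thapsigargin at about 15 µM added after 2 h compound pretreatment; cell ATP read after overnight thapsigargin exposure of roughly 18 to 22 hours; normalized against plate controls of thapsigargin alone and 5% DMSO vehicle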
PMI inhibition: human PMI inhibitors, high substrate, primary screen, biochemical, fluorescence intensity, high mannose 6-phosphate (AID 1220); hit rate 0.66% among 190,000; recombinant PMI enzyme, coupled fluorescence intensity; higher % means a stronger effect; one-dose inhibition, % at 20 µM; IC50 in µM for titrated hits; Mannose-6-phosphate isomerase (Homo sapiens)
SV40 large T antigen: SV40 large T antigen inhibitors, biochemical (AID 1903). SV40 large T antigen ATPase/helicase inhibition assay; higher % means a stronger effect. one-dose inhibition, % at 20 µM; IC50 in µM for titrated hits. hit rate 0.39% among 310,000; in the data active = a potency from the dose series; inconclusive = inhibition mostly from about 32% at the one dose, without a potency; inactive = the rest, 99 in 100 with inhibition below about 32%; also: strong numbers were not always called active
PhoP inhibition: inhibitors of PhoP regulon expression, primary screen, Salmonella Typhimurium, GFP reporter (AID 1863); hit rate 0.16% among 300,000; S. Typhimurium PhoP-regulated promoter GFP reporter, 4 h; higher % means a stronger effect; inhibition, % at 50 µM, or IC50 in µM where a hit was titrated;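 active = inhibition over 29.93%, a cutoff 3 SD above the screen mean, later confirmed by dose response; inconclusive = inhibition over 29.93% but no dose response follow-up; inactive = inhibition at most 29.93% or unconfirmed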;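 also: 0% = low Mg2+ inducing control and 100% = high Mg2+ repressing control; strong numbers were not always called active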
PMI inhibitors: inhibitors of human PMI, primary screen, biochemical, fluorescence intensity, coupled assay (AID 1209); Mannose-6-phosphate isomerase (Homo sapiens); purified PMI enzyme, coupled fluorescence intensity; higher % means a stronger effect; inhibition, % at 20 µM; hits with a dose series show IC50 in µM; hit rate 0.42% among 190,000;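 also: plate controls were DMSO vehicle for no effect and wells lacking substrate for full effect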
West Nile virus CPE: West Nile virus antiviral activity, cell-based, CPE readout (AID 1621) | West Nile virus-infected cells, CPE inhibition; higher % means a stronger effect | one-dose CPE inhibition, % at 10 µM; IC50 in µM for titrated hits | hit rate 0.02% among 290,000; in the data active = a potency from the dose series; inconclusive = CPE inhibition mostly from about 3.7% at the one dose, without a potency; inactive = the rest, 99 in 100 with CPE inhibition below about 2.2%; also: strong numbers were not always called active
RSV antiviral HEp-2: RSV antiviral activity via CPE protection, HEp-2 cells, primary 10 µM value included (AID 2391). HEp-2 cells, RSV-induced CPE inhibition; higher % means a stronger effect. one-dose CPE inhibition, % at 10 µM; IC50 in µM for titrated hits. hit rate 0.13% among 310,000; in the data active = a potency from the dose series; inconclusive = CPE inhibition mostly from about 23% at the one dose, without a potency; inactive = the rest, 99 in 100 with CPE inhibition below about 21%; also: strong numbers were not always called active
Ins promoter up: insulin promoter activators in MIN6 cells, imaging, high-content screening, mouse beta cells; MIN6 insulin promoter-GFP reporter; hits give high values; z-score at 5 µM; hit rate 0.3% among 190,000;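 active = z-score above 3 at 5 µM with at least 500 cells counted in the well; inconclusive = wells under 500 cells, flagged as cytotoxic or low count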
TNAP activation fold: human TNAP enzyme activators, primary screen, biochemical, luminescent, no phosphate acceptor, uHTS (AID 1001); one-dose activation fold at 20 µM; EC50 in µM for titrated hits; purified TNAP, luminescent activation assay, no phosphate acceptor; higher activation fold means a stronger effect; Alkaline phosphatase, tissue-nonspecific isozyme (Homo sapiens); hit rate 0.03% among 200,000; in the data active = activation fold from about 3, or a potency from the dose series; inactive = the rest, 99 in 100 with activation fold below about 1.6; also: many of its hits are not listed in these tables
Ins promoter up cell count: recorded beside Ins promoter up, whose call it bears; cell count; measured here: cytotoxicity, nuclei count;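 total cells summed across four imaged fields per well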
* hit, by the source's call; ? = inconclusive; · = not tested or not shown. Rule as the data show it, unless noted: active = inhibition above about 50%; inactive = the rest.

Compound	ER stress rescue	PMI inhibition	SV40 large T antigen	PhoP inhibition	PMI inhibitors	West Nile virus CPE	RSV antiviral HEp-2	Ins promoter up	Ins promoter up cell count	TNAP activation fold
O=C(NCC1CCCO1)c1cc2c(s1)CS(=O)(=O)C2 (centres undefined)	-4.2%	-4.6%	8.2%	1.4%	4.1%	-0.1%	5.5%	0.02	1228	1.1
CC1CCCCC1NC(=O)c1cncc(Br)c1 (centres undefined)	-0.5%	4.2%	2.7%	0.7%	-0.6%	-0.6%	2.5%	-0.55	1012	1.1
CCCCc1nc(SCC(=O)N2CCOCC2)c2c(=O)n(C)c(=O)n(C)c2n1	·	·	9.5%	3.8%	·	1.5%	3.2%	·	·	·
CCc1ccccc1NC(=O)CSc1nc2n[nH]c(C)c2c(=N)n1-c1ccc(OC)cc1	0.4%	-4.5%	12.4%	10.6%	-0.7%	0.3%	·	-0.71	893	1
CCOc1ccc(C(=O)N2CCCCCC2)cc1	·	-2.8%	5.5%	5.3%	-3.2%	0.2%	3.0%	-0.06	1243	1.1
Cc1ccc(S(=O)(=O)N/N=C/c2ccc3nccnc3c2)cc1	·	·	17.0%	-9.8%	·	-0.1%	0.4%	-0.13	1102	·
COC(=O)c1ccc(N2CCN(C)CC2)c(NC(=O)COc2ccccc2)c1	·	·	-7.6%	3.8%	·	-0.9%	0.0%	·	·	·
CC(NC(=O)C(C)N1CCN(Cc2ccccc2)CC1)c1ccccc1 (centres undefined)	·	·	-1.2%	11.1%	·	-1.1%	1.0%	·	·	·
CCOC(=O)CC(=O)Nc1ccc(C)cc1	-1.3%	-3.3%	-0.6%	5.7%	-2.2%	·	-0.3%	-0.33	1353	1
O=C(CCSCc1cccc(Cl)c1)NCCc1ccccc1	-2.2%	7.1%	20.2%	0.2%	18.2%	-0.4%	2.2%	0.67	1432	1.1
COc1ccc2[nH]c(C)c(CCN3C(=O)OC(C)(C)C3(C)O)c2c1 (centres undefined)	-1.5%	16.6%	11.7%	5.4%	16.8%	1.1%	3.0%	-0.23	2145	1.2
COc1ccc(N2C(=O)C3CCCN3C2c2cccc(Br)c2)cc1 (centres undefined)	0.6%	4.9%	11.5%	7.0%	4.4%	-0.6%	-1.0%	0.78	908	1.2
COc1cc(NC(=O)C(C)Oc2ccccc2)c(OC)cc1NC(=O)c1ccccc1 (centres undefined)	·	·	3.7%	5.1%	·	1.4%	11.6%	·	·	·
CC(C)CC(NC(=O)C1CCCN1C(=O)CNC(=O)OCc1ccccc1)C(=O)O (centres undefined)	·	·	10.4%	7.6%	·	-0.5%	0.9%	·	·	·
CCCOc1ccc(C(=O)Nn2c(C)nc3ccccc3c2=O)cc1	-0.1%	4.0%	1.9%	-6.7%	2.4%	-0.2%	0.9%	-1.04	1365	1.2
O=C(O)c1cccc(CN2C(=O)SC(Nc3ccccc3)C2=O)c1 (centres undefined)	-1.2%	-2.7%	19.8%	-8.0%	-10.4%	0.0%	2.0%	-0.36	1414	1.1
Cc1nn2c(NCCN3CCOCC3)c3c(nc2c1-c1ccccc1)CCCC3	·	·	28.3%	-3.7%	·	-0.4%	·	-1.43	937	·
CCOC(=O)c1cc(-c2ccc(/C=N\n3cnnc3)o2)ccc1Cl	·	8.5%	-10.5%	4.7%	9.0%	0.3%	4.1%	-0.14	1210	1.1
CN(C)CCCN(C(=O)/C=C/c1cccs1)c1nc2ccc(F)cc2s1	-1.1%	8.0%	10.7%	2.6%	5.7%	-0.1%	-3.3%	?	·	1.1
Cc1cc(Cl)ccc1OCC(=O)Nc1ccc2oc(=O)ccc2c1	·	·	15.5%	-4.9%	·	0.2%	9.0%	·	·	·
O=C(CC1CCCCC1)Nc1ccccc1-c1ccccc1	-0.2%	1.5%	2.3%	5.0%	12.8%	-0.4%	-0.9%	0.08	1398	1.1
CC1CCCCC1N(C)C1CCN(C(=O)CNC(=O)/C=C/c2cccc(Cl)c2)CC1 (centres undefined)	·	·	0.8%	-1.5%	·	-0.6%	-2.3%	·	·	·
C#CCn1cc[n+](CC(=O)N(C)C)c1	-3.0%	2.8%	12.8%	9.1%	1.1%	0.5%	0.9%	-0.17	1125	1.1
CC(=O)c1ccc(Nc2cc(C)nc3ccc(C)cc23)cc1	-2.7%	6.2%	·	·	11.3%	3.2%	-1.9%	-0.17	1302	1.1
O=C(NCc1ccccc1)/C(=C/c1cccc([N+](=O)[O-])c1)NC(=O)c1ccco1	·	·	2.9%	-1.8%	·	-0.7%	1.2%	·	·	·
CC(NC(=O)COc1ccccc1Cl)c1ccccc1 (centres undefined)	·	·	3.2%	10.2%	·	-1.0%	3.9%	·	·	·
Cc1ccc(C(=O)NC(C)CCc2ccccc2)cc1[N+](=O)[O-] (centres undefined)	3.8%	6.5%	4.1%	-1.2%	10.2%	-0.3%	-0.2%	1.18	1500	1
CCn1c(CNC(=O)Cc2ccc(OC)cc2)nnc1SCC(=O)c1ccc(Br)cc1	-0.4%	6.5%	17.4%	4.8%	15.0%	-0.6%	-0.8%	-0.06	789	1.1
NC(=O)CCN1CCC(c2nc3ccccc3s2)CC1	·	·	5.0%	-3.2%	·	0.3%	1.1%	·	·	·
COc1ccc(Nc2ncc3c(n2)CC(c2ccc(OC)cc2)CC3=O)cc1 (centres undefined)	·	3.0%	-0.1%	13.7%	7.4%	-0.2%	2.4%	-0.07	1249	1.1
CC(Oc1ccc(F)cc1Br)c1nc2ccccc2c(=O)[nH]1 (centres undefined)	·	·	10.8%	-0.8%	·	-0.5%	8.5%	·	·	·
CCOc1ccc(NC(=O)Nc2ccc3c(c2)nc(C)n3C)cc1	·	·	7.7%	2.1%	·	0.1%	1.9%	0.49	966	·
COC(=O)c1ccc2nc(Nc3nc4ccc(F)cc4s3)sc2c1	10.7%	-2.2%	-12.6%	8.2%	10.0%	-0.9%	4.0%	-0.09	1493	1.2
Cc1ccc(N2CCN(C3=NC(=O)/C(=C\c4cn[nH]c4-c4ccccc4)S3)CC2)cc1	2.1%	4.8%	18.3%	19.3%	14.2%	0.6%	8.9%	-0.31	1406	1.1
CN1CCN(/N=C/c2ccc(N(c3ccccc3)c3ccccc3)cc2)CC1	0.3%	10.2%	3.8%	-0.9%	14.3%	-1.4%	4.3%	·	·	1.1
CC(C)C(c1nnnn1C1CCCC1)N1CCCc2ccccc21 (centres undefined)	-1.5%	7.8%	2.2%	-0.8%	4.4%	-1.8%	9.2%	-0.88	684	1
CCOC(=O)N1CCN(c2c(Nc3ccc4c(c3)OCCO4)c(=O)c2=O)CC1	2.4%	-6.1%	0.9%	-0.1%	-9.1%	0.0%	1.4%	0.83	951	1.2
O=C(Nc1c2c(nn1-c1cccc(Cl)c1)CS(=O)(=O)C2)c1cccs1	·	·	7.6%	-1.4%	·	-0.3%	1.9%	·	·	·
CCC1Oc2ccc(C)cc2N(CC(=O)N(Cc2ccc3c(c2)OCO3)CC2CCCO2)C1=O (centres undefined)	-1.0%	18.6%	12.6%	1.0%	20.0%	-0.1%	-1.3%	-0.88	1280	1
COc1ccc2c(c1)c(CC(=O)Nc1nnc(C3CC3)s1)c(C)n2C(=O)c1ccc(Cl)cc1	·	·	10.3%	-10.8%	·	-0.4%	?	-0.46	869	·
CC1CCc2c(sc(NC(=O)Cn3cnc([N+](=O)[O-])n3)c2C(N)=O)C1 (centres undefined)	-0.7%	14.4%	-1.8%	1.9%	5.4%	-0.3%	0.5%	0.94	1378	1
O=C(c1ccc(CS(=O)(=O)c2ccc(Br)cc2)o1)N1CCN(c2ncccn2)CC1	-0.2%	23.4%	1.6%	5.0%	8.3%	-0.5%	2.6%	-0.57	996	1.1
COc1cccc(CCN2CCC(CNS(=O)(=O)c3cc(-c4cc(C)no4)ccc3OC)CC2)c1	·	·	8.1%	5.6%	·	-1.3%	4.0%	·	·	·
CCO[C@H]1OC(C(=O)Nc2ccccc2)=C[C@@H](c2cn(C(C)=O)c3ccccc23)[C@@H]1CCCO	5.7%	0.1%	-0.8%	-1.6%	10.2%	0.7%	10.3%	-1.15	1364	1
CCCc1nc2c(sc3nc4c(cc32)COC(C)(C)C4)c(=O)n1CCN(C)C	·	50.8%*	-8.7%	2.6%	6.5%	0.7%	-2.2%	0.52	1286	1.1
Cc1ccc(S(=O)(=O)N(C)CC(=O)NCc2ccncc2)cc1	-0.8%	-6.4%	3.4%	-13.3%	-3.8%	-0.3%	1.9%	-0.13	779	1.1
Cc1cc(C)n(C(=O)c2cc3ccccc3c(=O)o2)n1	-2.2%	-3.9%	3.7%	-20.1%	-1.4%	0.0%	1.5%	·	·	1.1
O=C(CSc1nnc(-c2cccnc2)o1)N1CCCCC1	·	·	1.1%	8.5%	·	-0.2%	0.8%	·	·	·
O=C(CN1C(=O)NC(c2ccccc2)(c2ccccc2)C1=O)Nc1cccnc1Cl	-1.0%	13.7%	-0.5%	1.4%	12.8%	-0.8%	1.1%	·	·	1.1
O=C(NCCNC(=O)c1cc(OCC(F)(F)F)ccc1OCC(F)(F)F)Nc1cccc(C(F)(F)F)c1	-1.0%	10.9%	2.2%	-10.9%	17.1%	0.6%	3.0%	-0.7	1217	1.1
Cc1cccc(CN2CCC(CNC(=O)CSc3cc(=O)n(C)c4cc(Cl)ccc34)CC2)c1	·	·	8.1%	1.3%	·	32.1%	1.7%	-0.3	999	·
COc1ccc(C(=O)Nn2c(CCC(=O)O)ccc2-c2ccc(C)cc2)cc1OC	2.3%	7.5%	3.8%	-2.5%	5.7%	-0.2%	1.0%	-0.74	1527	1.1
CCOC(=O)c1cc(C(=O)NC(C)c2ccccc2)c(C)[nH]c1=O (centres undefined)	0.5%	5.5%	26.3%	-0.7%	2.7%	0.0%	-0.1%	-0.2	1510	1

Gathered by group, the entries above with a COOH group
Compound	ER stress rescue	PMI inhibition	SV40 large T antigen	PhoP inhibition	PMI inhibitors	West Nile virus CPE	RSV antiviral HEp-2	Ins promoter up	Ins promoter up cell count	TNAP activation fold
CC(C)CC(NC(=O)C1CCCN1C(=O)CNC(=O)OCc1ccccc1)C(=O)O (centres undefined)	·	·	10.4%	7.6%	·	-0.5%	0.9%	·	·	·
O=C(O)c1cccc(CN2C(=O)SC(Nc3ccccc3)C2=O)c1 (centres undefined)	-1.2%	-2.7%	19.8%	-8.0%	-10.4%	0.0%	2.0%	-0.36	1414	1.1
COc1ccc(C(=O)Nn2c(CCC(=O)O)ccc2-c2ccc(C)cc2)cc1OC	2.3%	7.5%	3.8%	-2.5%	5.7%	-0.2%	1.0%	-0.74	1527	1.1

Compounds as they come (roughly 1.5% active in at least one column).
